# S1P4 antag: blocks the human S1P4 receptor | S1P4-expressing cells, antagonist mode, reporter read-out | inhibition, % at 4.98 µM | 220,000 compounds, 0.26% hits | AID 1510; in the data active = inhibition above about 29%;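 also: 0% = wells stimulated with agonist and 100% = vehicle wells without agonist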
# NPY-Y1 PAM-ag: human NPY-Y1 potentiation or agonism, primary screen. NPY-Y1 expressing cells, potentiator/agonist activation. P25929. AID 1304. activation, % at 3.6 µM. 220,000 compounds, 0.37% hits; in the data active = activation above about 33%, passing the limit was not always enough;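 also: cells stimulated with NPY at EC10 then isoproterenol at EC100; 0% = low agonist plus stimulus and 100% = saturating agonist plus stimulus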
# NPY-Y1 antag: blocks the human neuropeptide Y Y1 receptor. inhibition, % at 3.6 µM. P25929. AID 1040. HEK293-CNG Y1 cells, membrane potential fluorescence; NPY at EC95, then isoproterenol. 200,000 compounds, 1% hits;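 active = inhibition above the campaign mean inhibition of all tested compounds plus 3 SD, cut at about 20% in these data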;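 also: 0% = DMSO wells given NPY plus isoproterenol and 100% = isoproterenol alone without NPY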
#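 Material: HEK293 cells co-expressing NPY Y1 receptor and cyclic-nucleotide gated channel. Timing: compound incubation 1 h at room temperature, readout 45 min post-stimulation. Signal: fluorescence, membrane potential probe.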
# zfTRPN1 agonist: zebrafish TRPN1 (NompC) channel agonism; HEK293 zebrafish TRPN1-YFP, Fluo-8 calcium fluorescence; 100% = response to 87 µM carbachol; activation, % at 3 µM; 220,000 compounds, 0.18% hits;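 active = activation above its plate's cutoff, the mean activation of test wells on that plate plus 3 SD, cut at about 19% in these data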;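 also: 0% = DMSO alone and 100% = 87 µM carbachol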
#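 Material: zebrafish TRPN1-YFP in HEK293 cells. Doses: one dose of 3 µM, 0.3% DMSO. Incubation: dye 1 h 37 °C plus 30 min RT. Measured by: intracellular calcium fluorescence with Fluo-8.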
# S1P4 agonist: human S1P4 receptor agonism; O95977; S1P4-expressing cell line, agonist reporter assay; activation, % at 4.98 µM; 220,000 compounds, 0.35% hits; AID 1509; in the data active = activation above about 11%;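 also: 0% = DMSO vehicle and 100% = reference agonist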
# NPY2 pot ag: potentiates or activates human NPY-Y2 receptor; activation, % at 3.6 µM; cells expressing NPY-Y2, potentiator/agonist read-out; 220,000 compounds, 0.45% hits; AID 1359; in the data active = activation above about 27%;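 also: cells stimulated with NPY near EC25 plus isoproterenol at EC100; 0% = vehicle plus submaximal agonist and 100% = vehicle plus saturating agonist; some results beyond the cut were filed as inactive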
# Target sequence (P49146 whole entry, looked up): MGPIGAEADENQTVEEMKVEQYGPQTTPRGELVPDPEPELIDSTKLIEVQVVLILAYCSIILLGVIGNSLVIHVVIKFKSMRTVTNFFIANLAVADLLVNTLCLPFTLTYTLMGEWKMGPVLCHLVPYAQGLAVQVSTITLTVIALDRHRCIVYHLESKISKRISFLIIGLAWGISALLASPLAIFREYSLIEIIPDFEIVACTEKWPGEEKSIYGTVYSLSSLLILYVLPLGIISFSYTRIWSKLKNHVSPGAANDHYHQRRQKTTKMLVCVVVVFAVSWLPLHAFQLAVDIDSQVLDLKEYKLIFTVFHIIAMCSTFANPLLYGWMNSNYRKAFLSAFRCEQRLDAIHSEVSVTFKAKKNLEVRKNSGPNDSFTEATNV
# EP2 mod: modulators of human EP2 prostaglandin E2 receptor; P43116; EP2-expressing cells, cAMP HTRF FRET, PGE2 co-stimulation; induction, % at 25 µM; 260,000 compounds, 0.83% hits; AID 940;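 active = compounds whose cAMP rise, as percent of the full-agonist control response, exceeds 60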;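 also: rat C6 glioma line stably carrying human EP2 under a CMV promoter; the protocol text gives 20 µM as final concentration; 100% = response of wells given 1 µM PGE2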
# TRPML3 agonist: activates the human TRPML3 channel; HEK293 TRPML3-YFP, Fluo-8 calcium fluorescence; 100% = the carbachol control signal; 220,000 compounds, 0.29% hits; Q8TDD5; activation, % at 3 µM;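 active = activation above its plate's cutoff, the mean activation of the plate's test wells plus 3 SD, cut at about 12% in these data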;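 also: 0% = DMSO only wells and 100% = carbachol wells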
# Target sequence (Q8TDD5 whole entry, looked up): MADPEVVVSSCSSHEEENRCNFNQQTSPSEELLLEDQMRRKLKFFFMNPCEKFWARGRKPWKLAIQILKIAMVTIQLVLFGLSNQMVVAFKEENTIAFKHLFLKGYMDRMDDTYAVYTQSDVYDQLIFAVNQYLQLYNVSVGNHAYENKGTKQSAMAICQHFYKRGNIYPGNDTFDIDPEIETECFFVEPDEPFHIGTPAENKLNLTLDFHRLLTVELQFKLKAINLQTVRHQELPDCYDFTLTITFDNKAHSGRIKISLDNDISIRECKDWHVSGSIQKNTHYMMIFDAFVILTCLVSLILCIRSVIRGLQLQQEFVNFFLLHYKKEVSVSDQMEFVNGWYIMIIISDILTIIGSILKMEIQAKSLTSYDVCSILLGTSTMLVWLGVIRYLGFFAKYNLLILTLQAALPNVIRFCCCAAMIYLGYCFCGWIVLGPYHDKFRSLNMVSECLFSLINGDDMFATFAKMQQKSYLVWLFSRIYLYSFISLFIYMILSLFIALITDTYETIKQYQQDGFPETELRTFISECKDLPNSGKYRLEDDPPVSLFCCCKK
#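 Test system: HEK293 cells stably carrying human TRPML3-YFP; Doses: single dose, 3 µM final nominal compound, 0.3% DMSO final; Schedule: dye loading 1 h 37 °C then 30 min ambient, 125 s read; Technique: Fluo-8 calcium fluorescence; Benchmarks: high control carbachol 87 µM, low control DMSO.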
# CHOP inhibitor: blocks CHOP induction under ER stress. CHO-K1 CHOP-promoter luciferase, tunicamycin-induced, 15-18 h. inhibition, % at 10 µM. 220,000 compounds, 3.8% hits;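 active = compounds that reduced the stress-induced luciferase reporter signal by more than about 70% of percent inhibition, limit read from the data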;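 also: 0% = tunicamycin plus vehicle and 100% = wells without tunicamycin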
# * = called active by the depositor; nt = no result given. Compounds were not picked by outcome (roughly 6.5% active in at least one column).
SMILES,S1P4 antag,NPY-Y1 PAM-ag,NPY-Y1 antag,zfTRPN1 agonist,S1P4 agonist,NPY2 pot ag,EP2 mod,TRPML3 agonist,CHOP inhibitor
Clc1ccc(COn2nnc3ccccc32)c(Cl)c1,-13,-35,-3,-2.3,1.3,-7,24,-0.7,54
Cc1cc(Oc2ccc(=O)n(C)n2)nc(Oc2ccc(=O)[nH]n2)n1,-6,2,4,0.9,1.4,-18,8,1.1,20
BrC(=C\c1ccccc1)/C=N/N1CCN(c2ccccc2)CC1,14,-12,2,-0.4,0.0,-14,-8,-0.3,12
Cc1ccc(NC(=O)C2=C(O)CCn3c2nc2ccccc23)cc1,-48,9,7,-1.3,0.6,-6,21,-0.3,-20
S=C(NNc1nc(Nc2ccccc2)nc(N2CCCCC2)n1)NC1CCCCC1,-9,-4,-3,-0.4,2.5,-5,43,-0.1,83*
CC(=O)Nc1ccc(N=Nc2ccccc2)cc1,5,25,-4,0.3,-0.3,17,-11,0.7,20
COCCNC(=O)C(c1ccc(OC)cc1)N(C(=O)Cn1nnc2ccccc21)c1cccnc1 (configuration not stated),6,11,2,2.9,2.3,1,4,0.3,6
COCCn1c(Cc2ccccc2)nnc1SCc1ccc([N+](=O)[O-])cc1,2,-25,5,-1.9,0.8,-6,-13,0.4,5
C/C(N)=C(/C#N)C(=O)COc1ncnc2ccc(Br)cc12,-9,1,-3,1.3,0.9,1,16,0.6,3
O=C1c2cc3ccccc3c(-c3ccccc3)c2C(=O)N1c1ccccn1,-8,-2,11,0.2,0.2,-10,34,0.7,31
COc1ccccc1NC(=O)/C=C1\SCC(=O)N1C,-10,-7,3,0.1,2.0,-7,-17,0.5,-13
Cc1ccc(CC(=O)Nc2cc([N+](=O)[O-])ccc2F)cc1,-26,-9,1,0.4,2.1,-2,-60,-0.2,-8
O=C(NCc1ccccn1)Nc1ccc2c(c1)OCO2,-8,-16,1,-0.4,1.6,-3,16,-0.4,-28
S=c1[nH]nc(-c2ccc(Cl)cc2Cl)n1Cc1ccccc1,1,-7,8,-0.4,-0.1,1,3,0.1,4
O=[N+]([O-])c1nn(-c2ccc(Cl)cc2)n(O)c1=NCc1ccccc1,16,-4,4,-2.9,1.3,-11,-25,-0.7,0
Cc1ccc(-c2nnnn2-c2ccc(C)cc2)cc1,-12,-9,-1,-1.8,1.4,-5,-17,0.1,7
Cc1cccc(C)c1NC(=O)C1(N(Cc2ccco2)C(=O)CC2NC(=O)NC2=O)CCCC1 (configuration not stated),-14,2,4,-0.7,0.9,-9,15,0.2,-4
COc1ccc(C(=O)C23CC4CC(C2)CC(C(=O)c2ccc(OC)cc2)(C4)C3)cc1,-4,-9,-1,-1.5,-0.2,8,-22,0.4,4
Cc1oc2c(c1C(=O)N1CCC(C)CC1)C(=O)c1ccccc1C2=O,16,-15,4,0.6,1.1,-1,-46,0.8,4
NNC(=O)CSc1nc(-c2ccccc2)cn1-c1ccccc1,7,-2,nt,-0.7,-2.3,-19,-3,0.1,14
CCO/C=N/c1c(C#N)c2c(c(=S)n1C)COC(C)(C)C2,-15,-1,-6,-0.5,3.5,-3,-8,0.8,24
Nn1c(SCC(=O)Nc2ccccc2F)nc2ccccc2c1=O,-18,0,1,0.3,1.1,-1,-10,1.2,8
COc1ccc(NC(=S)N(CCN2CCOCC2)Cc2ccccc2F)cc1,-16,1,1,-0.7,1.4,-9,-1,0.6,2
COc1ccc(N2CCN(C(=O)c3ccccc3)CC2)c([N+](=O)[O-])c1,-5,-1,-4,2.8,1.7,-9,-15,1.5,4
Cc1c(N=C2NC(=O)/C(=C/c3cccc([N+](=O)[O-])c3)S2)c(=O)n(-c2ccccc2)n1C,-14,7,1,-1.6,1.6,9,24,0.1,25
# (cont.)
SMILES,S1P4 antag,NPY-Y1 PAM-ag,NPY-Y1 antag,zfTRPN1 agonist,S1P4 agonist,NPY2 pot ag,EP2 mod,TRPML3 agonist,CHOP inhibitor
CC(NC(=O)NCCCn1ccnc1)(C(F)(F)F)C(F)(F)F,-10,29,0,1.0,-0.3,2,-6,0.1,7
CCOC(=O)CCCCC(=O)c1[nH]c(=O)[nH]c1CSc1nc(-c2ccccc2)c(C#N)c(=O)[nH]1,6,-3,-2,1.8,-1.0,2,7,-0.7,16
O=C(CSc1nnc(COc2ccccc2Cl)o1)NC(=O)NC1CCCC1,1,-37,0,0.6,-1.6,-19,-3,-0.1,79*
Cc1cc(C)c(S(=O)(=O)N2CCN(CCO)CC2)c(C)c1,-9,13,5,1.0,-1.8,-2,2,0.6,-14
O=[N+]([O-])c1ccc(/C=C/c2ccc3ccccc3n2)cc1,-7,-3,9,-2.4,-0.2,3,-58,-1.1,6
COC(=O)c1ccccc1NC(=S)NC(=O)C1CCCCC1,-7,-11,-1,-0.3,3.1,1,16,-0.1,-29
COc1ccccc1NC(=O)COC(=O)[C@@H]1CCCN1C(=O)c1cccs1,-68,-11,-7,-1.4,-1.5,9,-10,0.4,-2
COc1cccc(NC(=O)NCCCSC2CCCCC2)c1,2,14,2,1.0,-0.2,-9,-40,0.2,43
O=C(Cc1cccs1)NCCc1cn2ccccc2n1,8,18,0,0.6,-1.3,-6,-12,1.2,8
O=C(OCc1cc(-c2ccccc2)no1)c1ccc2ccccc2n1,13,-8,-9,0.2,0.6,-4,-21,-0.3,52
Cn1nc(OC(=O)Nc2ccc(Cl)cc2)cc1C(F)(F)F,-10,-9,-4,0.8,0.3,-6,-18,1.9,33
COc1ccc(-n2c3c(cc(C(=O)NNc4ccccc4C)c2=O)C(=O)CC(C)(C)C3)cc1,3,6,4,1.0,1.3,8,6,1.1,-10
Cc1ccc2[nH]c(C(=O)O)c(NC(=O)c3ccccc3[N+](=O)[O-])c2c1,-12,9,0,-1.4,-1.4,1,2,0.5,22
O=C(C1=NN(c2ccccc2)C2C(=O)N(c3ccccc3Cl)C(=O)C12)c1ccccc1 (configuration not stated),16,-14,-2,8.3,2.4,-1,7,5.8,28
Cn1c(=O)cc(SCC(=O)N2CCOCC2)c2ccc(Cl)cc21,2,8,-5,-0.1,0.6,2,26,0.3,6
Cc1ccc(NC(=O)C2CCN(C(=O)NC3CCCCC3)CC2)cc1Cl,-7,-27,4,0.6,-1.8,-3,29,-0.5,38
c1ccc(-c2nc(NCCCN3CCOCC3)c3ccccc3n2)cc1,-32,-49,7,-0.3,0.5,4,-25,0.9,30
COc1nc(C)ccc1-c1noc(-c2ccccn2)n1,-16,-26,3,-2.9,0.2,6,1,-1.4,50
CCOC(=O)CSc1nc2c([nH]c3ccccc32)c(=O)n1C,-18,-7,1,0.9,-1.4,-14,-20,1.1,76*
Cc1cc(C)c(C)c(S(=O)(=O)N2CCN(C(=O)CCC(=O)N3CCOCC3)CC2)c1C,-4,25,nt,1.5,-0.5,6,25,0.0,14
O=C1CCC(=O)N1CNc1ccccn1,-4,4,2,0.3,-2.0,22,29,0.6,13
COc1ccccc1N1CCN(CC(O)COc2ccc3c(c2)CCC3)CC1 (configuration not stated),-2,1,14,-0.3,-1.2,-12,-30,0.2,49
COc1ccc(NC2=CC(=O)CC(C)(C)C2)cc1OC,-3,3,-1,1.5,2.2,-7,6,0.3,6
COc1ccc(Oc2ccc(C(F)(F)F)cc2NC(=O)c2ccc(C)cc2)cc1,10,-82,nt,0.8,-0.7,-69,-20,1.7,16
O=C(O)C1CC=CCC1C(=O)Nc1ccc(S(=O)(=O)N2CCCc3ccccc32)cc1 (configuration not stated),-22,11,3,1.2,-0.4,13,-22,0.8,nt

# Gathered by group: the compounds so far with a thiophene ring, fused or not
SMILES,S1P4 antag,NPY-Y1 PAM-ag,NPY-Y1 antag,zfTRPN1 agonist,S1P4 agonist,NPY2 pot ag,EP2 mod,TRPML3 agonist,CHOP inhibitor
COc1ccccc1NC(=O)COC(=O)[C@@H]1CCCN1C(=O)c1cccs1,-68,-11,-7,-1.4,-1.5,9,-10,0.4,-2
O=C(Cc1cccs1)NCCc1cn2ccccc2n1,8,18,0,0.6,-1.3,-6,-12,1.2,8

# (further entries)
SMILES,S1P4 antag,NPY-Y1 PAM-ag,NPY-Y1 antag,zfTRPN1 agonist,S1P4 agonist,NPY2 pot ag,EP2 mod,TRPML3 agonist,CHOP inhibitor
S=c1[nH]nc(COc2cccc(Cl)c2)n1Cc1ccccc1,-10,14,-1,-1.0,0.9,9,44,0.1,5
CCOC(=O)CSc1nnc(NCC(=O)OC)c(=O)[nH]1,6,4,0,0.1,-1.0,15,-28,0.4,34
O=C(O)CCC(NS(=O)(=O)c1ccc(-c2ccccc2)cc1)C(=O)O (configuration not stated),-2,-4,2,2.1,-1.4,0,15,1.1,11
CCC(=C(c1ccc(OC)cc1)c1ccc(OC)cc1)c1cn(CC(O)CN2CCN(C)CC2)c2ccccc12 (configuration not stated),16,2,0,1.7,-4.6,16,5,0.5,-21
COCC(C)n1c(SCC(=O)N2CCCCC2)nc2ccccc2c1=O (configuration not stated),-7,8,5,0.8,-1.7,2,-10,-0.2,12
CC(C)(C)OC(=O)N/N=C\c1ccc[nH]1,-15,-17,4,0.4,-1.0,0,-52,0.3,-9
Cc1ccc2c(CC(=O)Nc3sccc3C(N)=O)coc2c1,-1,-9,-9,1.5,1.1,-5,-5,-0.1,52
CC(C)(C)C(=O)NC(=O)Nc1ccccc1C(F)(F)F,-5,17,nt,0.2,1.4,-9,7,-0.1,2
COc1ccc(C2(CNC(C)=O)CCCC2)cc1OC,2,3,0,0.9,1.2,-6,37,0.4,46
O=C(Nc1nncs1)c1ccc(S(=O)(=O)c2ccccc2)cc1,-17,-16,0,1.1,1.6,-2,-5,0.3,26
COC(=O)c1cc(N=Nc2c(C)[nH]c3ccccc23)cc(C(=O)OC)c1,-9,9,nt,0.8,0.6,-4,-19,1.0,-10
COc1ccc(NC(=O)c2sccc2C)cn1,11,2,0,0.8,-1.6,-7,-8,0.6,-19
COc1ccc(/C=N/Nc2cn[nH]c(=O)c2Cl)cc1,-16,6,-3,-0.7,-1.3,-6,-15,-0.1,-15
CCOc1ccc(/C=N/NC(=O)Cn2ccnc2C)cc1,7,-17,nt,1.9,2.4,-23,16,-0.1,-2
O=c1ccnc(Nc2ccc(Cl)cc2)[nH]1,-4,5,nt,0.5,1.6,16,-16,0.4,-2
Cc1ccc(/C=N/Nc2cccc(C(=O)O)c2)s1,9,8,0,0.4,0.1,-3,-28,0.3,80*
CC(C)c1ccc(NC(=O)c2cccnc2)cc1,-9,16,-1,0.2,1.6,5,3,-0.4,0
CCNC(=O)Cn1cnc2c1c(=O)n(C)c(=O)n2C,-3,-14,0,0.9,-2.7,-8,34,0.6,7
COc1cccc2cc3c(=O)n(-c4ccccc4)nc-3oc12,-16,-7,1,-0.8,-1.2,-9,-13,0.4,12
CCC(C(=O)OCn1nnc2ccccc2c1=O)c1ccccc1 (configuration not stated),-2,-9,3,-2.7,0.1,8,26,0.3,27
COc1ccc(-n2c(SCC(=O)Nc3ccccc3)nnc2-c2ccc(NS(=O)(=O)c3ccc(C)cc3)cc2)cc1,-20,-1,-3,0.4,-1.5,-5,-6,0.2,8

# Assay outcomes deposited in PubChem BioAssay by several laboratories.
